FadD28 binding: blocks FadD28 binding to the bisubstrate probe | actives 0.22% (n = 360,000) | inhibition, % at 12.5 µM | AID 588549 | fluorescence polarization; in the data active = inhibition above about 8.5%, passing the limit was not always enough
Y pestis TopoI: inhibitors of Yersinia pestis topoisomerase I; Y. pestis Topo-I cleavage product accumulation, plate reader; activity, % at 10 µM; actives 0.064% (n = 360,000); AID 504884; in the data active = activity above about 50%, passing the limit was not always enough; note: inactives centre near 2
Mtb FBA inh: inhibits M. tuberculosis FBA enzyme; P9WQA3; AID 588726; purified M. tuberculosis FBA, fluorescence read-out; actives 2.3% (n = 360,000); inhibition, % at 1 µM; in the data active = inhibition above about 27%;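 note: 0% = vehicle and 100% = reference inhibitor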
GDH-TPI inh: counter-screen for M. tuberculosis FBA inhibitors: GDH-TPI coupled enzymes; GDH-TPI coupled enzyme counterscreen, NADH absorbance; inhibition, % at 4.8 µM; actives 1.2% (n = 360,000); AID 588335; in the data active = inhibition above about 30%;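 note: 0% = DMSO wells and 100% = wells lacking the enzyme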
Vc quorum ag: induces V. cholerae light production without autoinducers; V. cholerae BH1578 lux reporter, luminescence, 6 h; activation, % at 18.7 µM; actives 0.16% (n = 350,000); AID 588436; in the data active = activation mostly above about 9.7%, no sharp cut-off; note: not every result past the cut was called active; inactives centre near 0; reference of the scale not given here
UGM FP inh: Mtb UDP-galactopyranose mutase inhibition | P9WIQ1 | purified UGM, fluorescence polarization probe displacement | inhibition, % at 10 µM | actives 0.06% (n = 320,000); in the data active = inhibition above about 10%, passing the limit was not always enough
Mtb BioA inh: BioA (M. tuberculosis) enzyme inhibition | purified M. tuberculosis BioA enzyme, plate reader | inhibition, % at 9.99 µM | actives 0.096% (n = 360,000) | AID 602481; in the data active = inhibition above about 40%
PfHsp40 yeast: rescue of PfHsp40-mediated yeast toxicity. actives 0.68% (n = 340,000). growth rescue, % at 12.5 µM. S. cerevisiae expressing PfHsp40, growth rescue, ATP luminescence; in the data active = growth rescue above about 28%, passing the limit was not always enough;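 note: yeast W303a lacking pdr1 and pdr3 grown in galactose medium; growth measured after three days at 30 °C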
TcdB inh: TcdB glycohydrolase inhibition; TcdB glycohydrolase enzymatic assay, plate reader; inhibition, % at 9.99 µM; actives 0.24% (n = 350,000); P18177; AID 652162; in the data active = inhibition above about 10%
Starred values were filed as active, the others as inactive; i = inactive; x = not tested or not shown; + = active, no number.

SMILES	FadD28 binding	Y pestis TopoI	Mtb FBA inh	GDH-TPI inh	Vc quorum ag	UGM FP inh	Mtb BioA inh	PfHsp40 yeast	TcdB inh
CC(C)c1ccc(NC(=O)N2CCC(c3nc4ccccc4o3)CC2)cc1	1.7	11	1	-5	i	0.3	-0.5	3.2	0.3
CC1(C(=O)NS(=O)(=O)c2ccc(Cl)s2)CCN1C(=O)C1(c2ccc(Cl)cc2)CCC1 (centres undefined)	-0.5	16	2	16	-0.4	x	6.3	x	-2.5
COc1ccc(/C=C2\N=C(C)N(c3ccc4ccccc4c3)C2=O)cc1OC	-0.8	29	-1	13	i	-1.5	0.0	-0.3	1.2
c1ccc(SCc2nc3ccccc3s2)nc1	-0.7	3	-2	-1	i	-0.7	1.0	3.5	0.5
Cc1ccc(S(=O)(=O)Nc2ccc(S(=O)(=O)Nc3nccs3)cc2)c([N+](=O)[O-])c1	-2.7	-11	1	1	i	1.5	0.4	-1.5	-0.3
COc1ccc(C(CNC(=O)c2cccc(S(=O)(=O)N3CCCC3)c2)N2CCCC2)cc1 (centres undefined)	-1.8	-3	-4	0	i	2.2	-2.9	0.5	-0.5
O=C(Nc1ccccc1N1CCCCC1)c1ccc(F)c(S(=O)(=O)N2CCOCC2)c1	-1.0	25	2	2	i	3.1	x	-0.3	1.5
Cc1ccc(CN2CCC[C@]3(N[C@H](c4ccccc4)[C@@H]4C(=O)N(C)C(=O)[C@@H]43)C2=O)cc1	-0.3	-5	-1	-3	-0.5	x	-4.0	x	-4.3
Cc1cc(C)cc(N(C(=O)Cn2nnc3ccccc32)C(C(=O)NCc2ccco2)c2ccncc2)c1 (centres undefined)	-2.6	18	0	-3	-0.3	-1.3	-1.3	0.4	x
CCc1ccc2nc3n[nH]c(N)c3cc2c1	-1.1	2	0	4	-0.4	-2.0	-1.3	0.3	x
O=C(Nc1ccccc1C(=O)O)c1ccccc1	-1.3	-4	7	1	i	4.8	-2.4	0.2	x
CCOC(=O)C1=C(COC(=O)COc2ccc(Br)cc2)NC(=O)NC1C (centres undefined)	-2.2	8	3	6	i	1.8	-1.1	-1.6	1.0
Cc1[nH]n(-c2ccccc2)c(=O)c1N=Nc1cccc([N+](=O)[O-])c1	-0.8	-8	1	7	-0.4	-1.4	-2.0	-0.9	-3.1
CCCCCN1C(=O)/C(=C/c2c(N3CCc4ccccc4C3)nc3ccccn3c2=O)SC1=S	-2.0	-2	1	4	i	-2.2	1.1	-0.7	1.6
COc1ccc2[nH]cc(CCNC(=O)c3ccc4ccccc4n3)c2c1	-2.0	13	0	-14	i	2.9	1.3	0.7	2.5
Oc1ccc(-c2nc3ncccn3c2Nc2ccc3c(c2)OCO3)cc1	-3.3	-15	2	15	-0.3	4.4	-3.2	0.3	x
O=C(CCCl)Nc1nnc(SCC(=O)NC2CCCC2)s1	x	7	-3	-3	-0.3	0.2	1.3	-0.4	-1.4
CCC(c1nnc(SCC(=O)Nc2ccc(S(N)(=O)=O)cc2)n1Cc1ccccc1)N(C)C (centres undefined)	0.4	2	0	0	-0.3	-2.6	1.0	-1.1	-1.8
CCN1CCN(C(=O)Cn2ncc3c([nH]c4ccc(C)cc43)c2=O)CC1	-2.9	-3	23	-1	-0.6	-0.8	-2.0	-0.3	-1.3
CCN(CC(=O)NCc1ccc(F)cc1)C(=O)/C=C/c1cc(OC)ccc1OC	-1.6	15	45*	16	i	x	x	0.0	-0.5
CCN1CCN(CC(=O)c2c(C)n(Cc3ccccc3)c3ccc(OC)cc23)CC1	-2.9	2	1	5	-1.3	-1.3	26	0.4	x
COC(=O)c1cc(C)sc1NC(=O)CN1CCN(C(=O)c2ccco2)CC1	-4.1	2	2	20	i	-0.9	0.7	-2.1	0.6
CCOc1ccc(NC(=O)CN(C)C(=O)CC2CCCCC2)cc1OCC	-1.3	9	1	8	i	-0.5	0.4	2.2	-2.9
CCOc1cccc(C2/C(=C(\O)c3ccc4c(c3)OCCO4)C(=O)C(=O)N2Cc2ccncc2)c1 (centres undefined)	0.9	4	0	24	-0.5	1.1	-2.3	3.8	0.0
C=C(C)Cc1c(C)c(C#N)c2[nH]c3ccccc3n2c1=O	0.6	14	+	-1	i	1.9	0.3	131*	0.3
COCCn1c(SCC(=O)NC2CCCC2)nc2c(c1=O)SCC2	-1.6	2	-3	24	i	-1.1	1.9	-0.2	2.9
COc1ccc(N2CCN(C3CCCN(Cc4ccc(F)cc4Cl)C3)CC2)cc1 (centres undefined)	-2.1	19	0	6	i	5.5	-0.4	0.5	-5.3
N#Cc1c(NC(=O)CSc2nc3c(c(C(F)(F)F)n2)CCc2ccccc2-3)sc2c1CCCC2	-0.4	-2	-1	-1	-0.2	0.3	x	0.4	x
COC(=O)/C=C1\SC(=NC(=O)c2ccc(-c3ccccc3)cc2)NC1=O	0.1	-4	6	3	i	-1.9	-0.4	-0.2	1.6
Cn1c(=O)c2c(nc(NC3CCCC3)n2C)n(C)c1=O	1.2	1	5	1	-0.8	-6.1	0.0	1.4	1.5

Single records, from the list above. Order of screens: FadD28 binding	Y pestis TopoI	Mtb FBA inh	GDH-TPI inh	Vc quorum ag	UGM FP inh	Mtb BioA inh	PfHsp40 yeast	TcdB inh
`CCOc1cccc(C2/C(=C(\O)c3ccc4c(c3)OCCO4)C(=O)C(=O)N2Cc2ccncc2)c1` (centres undefined) is entered as 0.9	4	0	24	-0.5	1.1	-2.3	3.8	0.0
`CCN1CCN(C(=O)Cn2ncc3c([nH]c4ccc(C)cc43)c2=O)CC1` is entered as -2.9	-3	23	-1	-0.6	-0.8	-2.0	-0.3	-1.3
`CCN1CCN(CC(=O)c2c(C)n(Cc3ccccc3)c3ccc(OC)cc23)CC1` is entered as -2.9	2	1	5	-1.3	-1.3	26	0.4	x
`C=C(C)Cc1c(C)c(C#N)c2[nH]c3ccccc3n2c1=O` is entered as 0.6	14	+	-1	i	1.9	0.3	131*	0.3

Returning to the listing; the 2 compounds before the break are reprinted first.
SMILES	FadD28 binding	Y pestis TopoI	Mtb FBA inh	GDH-TPI inh	Vc quorum ag	UGM FP inh	Mtb BioA inh	PfHsp40 yeast	TcdB inh
COC(=O)/C=C1\SC(=NC(=O)c2ccc(-c3ccccc3)cc2)NC1=O	0.1	-4	6	3	i	-1.9	-0.4	-0.2	1.6
Cn1c(=O)c2c(nc(NC3CCCC3)n2C)n(C)c1=O	1.2	1	5	1	-0.8	-6.1	0.0	1.4	1.5
CCCCCc1ccc(-c2ccc(=O)[nH]n2)cc1	-5.2	30	-6	7	i	0.6	0.1	4.3	x
CCOc1ccc(CNC(=O)Cn2nc(C)c3c(C)n(-c4ccc(C)cc4)nc3c2=O)cc1	0.8	10	1	7	-0.3	1.9	-0.4	0.9	1.0
CN1CCc2c(sc3c2c(=O)n(-c2ccc(Cl)cc2)c2nncn32)C1	-1.1	8	6	3	0.4	-0.3	x	-0.3	x
Cc1cccc(C)c1OCC(O)Cn1c2ccccc2c2ccccc21 (centres undefined)	-5.1	-9	0	8	x	-2.7	-1.9	3.1	x
CC(NC(=O)Cn1c(NCCO)nc2ccccc21)c1ccccc1 (centres undefined)	-2.1	-4	-7	-3	0.3	-0.7	-1.7	4.2	x
COc1cc2[nH]c(=S)n(CC3CCCO3)c(=O)c2cc1OC (centres undefined)	-1.4	-9	1	18	i	0.3	-0.3	-0.7	4.4
Cc1cccc(-c2nc(C#N)c(NC3CCCCC3)o2)c1	-2.8	14	96*	14	i	-1.2	0.2	0.2	x
O=S(=O)(c1ccccc1)N(CC1CO1)c1cc(Cl)ccc1Cl (centres undefined)	x	-10	3	7	0.0	8.1	-5.8	1.2	-3.3
O=C(NCC1CCCO1)c1ccc(CNS(=O)(=O)c2cccc(Cl)c2)cc1 (centres undefined)	-0.3	5	-2	-4	-0.2	1.7	2.2	0.5	0.0
Cc1ccc2nc(SCC(=O)c3c(N)n(C)c(=O)n(C)c3=O)[nH]c2c1	-0.3	-4	-2	7	-0.3	0.2	x	-0.3	1.1
O=C(O)C1C=CC(C(=O)O)c2ccccc21 (centres undefined)	-0.9	11	-1	6	i	x	x	x	1.7
O=S(=O)(NCc1ccccc1)c1ccc(Br)s1	-2.3	17	0	0	i	1.6	1.0	-0.3	2.5
CC(C)C(=O)c1cn(Cc2ccccc2C#N)c2ccccc12	-1.9	12	0	1	i	-0.3	0.2	1.3	x
O=C(NCC(F)(F)F)Nc1nnc(C(F)(F)F)s1	-0.9	11	1	17	i	2.1	-0.9	0.1	x
O=C(NCc1ccco1)c1n[nH]c(=O)c2ccccc12	1.3	3	-2	12	0.0	1.5	10	-0.8	x
O=C(NC1=NCCS1)c1ccc(-c2ccc(Cl)cc2)o1	0.8	-5	136*	55*	i	0.8	-0.1	6.4	0.5
O=C(CCl)Nc1ncc(S(=O)(=O)c2ccc([N+](=O)[O-])cc2)s1	-3.9	3	-4	11	i	-0.6	0.4	0.5	0.0
CCCn1c(O)c(N=Nc2ccc3ccccc3n2)c2ccccc21	-0.1	14	2	5	-0.3	x	-0.5	-0.6	-0.1
Cc1ccc([C@H]2C(C(=O)O)=CC[C@@H](c3ccc(Cl)cc3)N2S(=O)(=O)c2ccccc2C)cc1	-5.2	15	-1	0	-1.9	-0.7	4.9	3.6	x
CC(=O)c1ccc(N2CCC(c3cc(-c4ccc(Cl)cc4Cl)n[nH]3)CC2)c([N+](=O)[O-])c1	-1.1	-3	-2	21	i	-1.1	0.7	-0.6	x
C#CCOc1ccccc1CNc1ccccc1	-0.8	-1	-3	10	i	-0.3	x	2.1	0.7
CN(CCc1cn[nH]c1)C(=O)CC1C(=O)NCCN1Cc1cccc(Oc2ccccc2)c1 (centres undefined)	-1.2	6	5	-1	0.6	3.4	x	-0.9	0.1
COc1cccc(-c2cccc(NC(=O)C3CCN(C4CCOCC4)CC3)c2)c1	-3.8	-3	-1	0	-2.6	2.6	-1.0	0.6	0.2
S=C(NCCCc1cnc[nH]1)NCCCN(Cc1ccc(Cl)c(Cl)c1)c1ccc(Br)cn1	-6.3	-28	-2	-4	-0.7	x	-0.4	x	0.3
COc1ccc(C(=O)Nc2cccc([N+](=O)[O-])c2)cc1Br	-5.9	-4	2	2	1.3	1.4	0.6	0.4	x

Source: PubChem BioAssay
